Cl transport mod = KCC2 cotransporter modulators, thallium flux, primary screen, cell-based, HEK293 KCC2, FluoZin-2 fluorescence, MLSMR; Solute carrier family 12 member 5 (Homo sapiens), Q9H2X9; KCC2 cells, thallium flux FluoZin-2 fluorescence; B-score of Tl+ flux slope (higher = more flux/activation; lower = inhibition) at 10 µM; actives 2.2% (n = 190,000); AID 1456, 2008;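 active = thallium flux slope and its plate-corrected score both differing from the plate sample mean at a set confidence after two filtering rounds, in either direction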;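 note: slope of fluorescence scaled to starting intensity during 10 to 20 s after thallium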
Target sequence (Q9H2X9 whole entry, looked up): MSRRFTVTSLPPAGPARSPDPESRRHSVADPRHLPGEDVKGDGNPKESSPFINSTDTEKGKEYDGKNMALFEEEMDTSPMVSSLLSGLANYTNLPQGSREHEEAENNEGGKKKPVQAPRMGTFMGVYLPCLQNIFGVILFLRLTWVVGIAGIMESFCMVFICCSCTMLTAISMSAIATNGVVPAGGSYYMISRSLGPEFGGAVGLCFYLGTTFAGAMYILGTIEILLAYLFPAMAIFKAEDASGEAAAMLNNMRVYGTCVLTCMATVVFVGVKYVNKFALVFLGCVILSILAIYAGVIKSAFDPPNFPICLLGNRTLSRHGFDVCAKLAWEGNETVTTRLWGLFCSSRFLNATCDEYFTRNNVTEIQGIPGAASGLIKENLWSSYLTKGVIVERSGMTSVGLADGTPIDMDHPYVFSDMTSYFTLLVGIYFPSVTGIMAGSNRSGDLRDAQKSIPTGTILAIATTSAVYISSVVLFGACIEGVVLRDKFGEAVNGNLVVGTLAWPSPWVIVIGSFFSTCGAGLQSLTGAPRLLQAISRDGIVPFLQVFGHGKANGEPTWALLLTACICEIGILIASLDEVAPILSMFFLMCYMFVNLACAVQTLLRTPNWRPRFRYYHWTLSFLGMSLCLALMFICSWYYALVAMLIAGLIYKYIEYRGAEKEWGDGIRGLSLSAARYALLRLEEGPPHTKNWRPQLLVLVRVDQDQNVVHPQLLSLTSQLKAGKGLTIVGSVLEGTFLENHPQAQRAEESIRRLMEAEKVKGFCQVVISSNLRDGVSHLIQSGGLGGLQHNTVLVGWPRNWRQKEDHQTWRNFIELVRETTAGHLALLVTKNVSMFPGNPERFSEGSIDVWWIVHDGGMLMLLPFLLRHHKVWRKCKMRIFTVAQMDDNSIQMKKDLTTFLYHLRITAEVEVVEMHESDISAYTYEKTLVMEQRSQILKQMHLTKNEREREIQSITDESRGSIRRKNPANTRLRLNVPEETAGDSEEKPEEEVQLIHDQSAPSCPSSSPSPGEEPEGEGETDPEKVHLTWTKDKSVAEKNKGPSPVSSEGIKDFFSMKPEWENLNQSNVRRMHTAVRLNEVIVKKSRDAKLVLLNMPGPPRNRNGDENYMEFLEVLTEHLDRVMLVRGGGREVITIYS
zfTRPN1 agonist = zebrafish TRPN1 channel agonists, primary screen, cell-based, HEK293, calcium fluorescence; actives 0.18% (n = 220,000); AID 1424, 2008; activation, % at 3 µM; transient receptor potential cation channel N1 (TRPN1/NompC), Danio rerio; HEK293 zebrafish TRPN1-YFP, Fluo-8 calcium fluorescence; 100% = response to 87 µM carbachol;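 active = activation above its plate's cutoff, the mean activation of test wells on that plate plus 3 SD, cut at about 19% in these data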;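 note: 0% = DMSO alone and 100% = 87 µM carbachol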
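Material: zebrafish TRPN1-YFP in HEK293 cells. Doses: one dose of 3 µM, 0.3% DMSO. Incubation: dye 1 h 37 °C plus 30 min RT. Measured by: intracellular calcium fluorescence with Fluo-8.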
Tb hexokinase = Trypanosoma brucei hexokinase 1 inhibitors, primary screen, biochemical, G6PDH-coupled NADH absorbance, MLSCN library | recombinant TbHK1, G6PDH-coupled NADH A340 | inhibition, % at 10 µM | actives 0.11% (n = 220,000) | AID 1430, 2008;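 active = inhibition of 50% or more in the single-dose primary screen; inactive = inhibition below 50%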
EBV gp42 block = Epstein-Barr virus gp42 inhibitors, primary screen, biochemical, uHTS, fluorescence polarization | Fluorescence polarization binding assay, mP read-out | inhibition, % (tested at 21.74 µM) | actives 0.42% (n = 220,000); in the data active = inhibition above about 50%
Furin inh = human furin inhibitors, primary screen, biochemical, fluorescence intensity. purified furin, fluorogenic substrate cleavage. P09958. inhibition, % at 30 µM. actives 0.061% (n = 220,000); in the data active = inhibition above about 25%; note: inactives centre near -15
m-calpain inh = inhibitors of pig calpain II, primary screen, biochemical, fluorogenic peptide substrate, 1536-well. actives 0.37% (n = 220,000). inhibition, % at 16 µM. purified calpain II, 30 min. AID 1236, 2008;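 active = inhibition above about 50%, limit read from the data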
TRPML3 ag = human TRPML3 channel agonists, primary screen, cell-based, HEK293 TRPML3-YFP, Fluo-8 calcium fluorescence, 3 µM; activation, % at 3 µM; Mucolipin-3 (Homo sapiens), Q8TDD5; AID 1448, 2008; actives 0.29% (n = 220,000); 100% = the carbachol control signal;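 active = activation above its plate's cutoff, the mean activation of the plate's test wells plus 3 SD, cut at about 12% in these data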;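 note: 0% = DMSO only wells and 100% = carbachol wells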
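Material: HEK293 cells stably carrying human TRPML3-YFP; compound dosing: single dose, 3 µM final nominal compound, 0.3% DMSO final; incubation: 1-h 37 °C dye load, 5-s basal, 120-s post-compound reads; technique: Fluo-8 intracellular calcium fluorescence, excitation 470-495 nm, emission 515-575 nm; read-out basis: percent activation from peak-to-basal fluorescence ratio, scaled between DMSO and carbachol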
thrombin 1536 = human alpha-thrombin inhibitors, primary screen, counter-screen for coagulation protease inhibitor project, biochemical, 1536-well, fluorogenic AMC substrate. Prothrombin (Homo sapiens), P00734. Boc-VPR-AMC fluorogenic substrate cleavage. inhibition, % at 5 µM. actives 0.26% (n = 220,000). AID 1046, 2008;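 active = inhibition at or above 40%; inactive = inhibition below 40%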;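 note: 0% = enzyme with no compound and 100% = wells without enzyme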
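System – human alpha-thrombin · Medium – pH 7.5 Tris (50 mM) with NaCl 150 mM, Tween 20 0.05% · Compound – single-point dosing at 5 µM, 0.2% DMSO · Incubation – enzyme reaction carried out at room temperature · Technique – fluorescence of released AMC, ex 355 nm, em 460 nm · Read-out basis – % inhibition of thrombin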
PPC-1+TRAIL kill = compounds killing PPC-1 cancer cells with TRAIL present, primary screen, TRAIL potentiator project, ATPLite luminescence, uHTS; cell killing (% activity), % at 4 µM; PPC-1 cells + TRAIL, ATPLite viability luminescence; AID 1443, 2008; actives 0.41% (n = 220,000);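 active = cell killing above 50% in the first pass at 4 µM, then a duplicate retest at 5 µM averaging 50% or more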;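 note: plate controls were cells with TRAIL plus DMSO for no effect and medium-only wells lacking cells for full effect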
* marks the source's active call; other numbers are inactive results; i = inactive; · = not tested or not shown; [ ] = remark or other dose.

Second line of a record – Cl transport mod, EBV gp42 block, TRPML3 ag, m-calpain inh, Furin inh, thrombin 1536, zfTRPN1 agonist, Tb hexokinase, PPC-1+TRAIL kill
- COc1ccc(NC(=O)CSc2nnc3ccc(-c4ccncc4)nn23)cc1OC
 : -0.19, 0, 0.1, -7, -9, 1, 0.8, -1, 8
- O=C1CN(c2nc3nonc3nc2N2CCCCC2)CCN1
 : -0.4, 1, 0.5, -14, -23, -8, -0.2, -20, 9
- COCCn1c(-c2cccs2)csc1=Nc1cccnc1
 : -0.083, -6, 0.6, -9, -7, -4, 0.7, -7, -5
- CC(=O)NC1=NN(C(C)=O)C(c2ccccn2)S1 (centres undefined)
 : 0.14, -11, 0.9, -3, -23, 0, 2.0, -10, 17
- O=C(/C=C/c1cccc([N+](=O)[O-])c1)Nc1cc(C(=O)O)cc(C(=O)O)c1
 : 1.2, 5, 1.1, -14, -10, -2, 1.0, -13, 21
- COc1cc(C(=O)OCC(=O)N2CCCC2)cc(OC)c1OC
 : ·, -8, 1.1, 14, -18, -4, 0.3, -6, -9
- CC(CCc1ccco1)NC(=O)CSc1cc(=O)n(C)c2ccccc12 (centres undefined)
 : ·, -13, 0.0, 2, -12, 2, 0.5, -10, -14
- Cc1ccc2[nH]c(-c3ccccc3)c(CN3CCCC3)c(=O)c2c1
 : -3.1, 2, 0.3, 12, -7, 14, 0.1, -15, 18
- C=CCn1c(COc2ccc(Cl)cc2)nnc1SCc1ccc(C#N)cc1
 : -1.4, -7, -0.1, -8, -10, -12, -1.0, 31, 8
- CC1(C)CC(c2nc(-c3ccc([N+](=O)[O-])cc3)cs2)CCO1 (centres undefined)
 : -0.31, -15, 0.3, 6, -12, 0, 0.4, -15, 13

Next results follow:
Second line of a record – Cl transport mod, EBV gp42 block, TRPML3 ag, m-calpain inh, Furin inh, thrombin 1536, zfTRPN1 agonist, Tb hexokinase, PPC-1+TRAIL kill
- O=C(O)c1cccc(Nc2cc(Cl)c3nonc3c2[N+](=O)[O-])c1
 : 0.42, -27, 0.1, 14, 8, -4, 0.7, -12, 2
- Cc1nn(-c2ccccc2)c2sc(C(=O)NC3CC3)cc12
 : -0.67, 1, -0.7, -28, -16[20 µM], -4, -0.6, -3, 19
- CC(Sc1nnc(-c2cccs2)n1Cc1ccccc1)C(=O)NCc1ccc2c(c1)OCO2 (centres undefined)
 : -0.22, -3, -0.7, 33, -17[20 µM], 18, 0.3, -4, -6
- COc1ccc(-c2c(C)nn3c(N)c(C#N)cnc23)cc1OC
 : -0.54, -18, -0.4, 8, -12, -5, -1.0, -14, 13
- Cc1ccc(S(=O)(=O)Cc2csc(N)n2)cc1
 : 0.86, -22, 1.0, -7, -20, -2, -1.0, -3, 1
- CSc1nc2ccccc2cc1/C=C(\C#N)c1cccc(Cl)c1
 : -0.056, -25, 0.1, -28, -15, -1, 0.7, -9, -15
- CCOC(=O)c1sc(NC(=S)NC(=O)C2CCCC2)cc1C
 : 0.45, -9, 0.5, 15, -15, -10, -0.7, -3, 1
- O=C(CCCC(=O)NNC(=O)Nc1ccccc1)NNC(=O)Nc1ccccc1
 : 1.4, -20, 0.1, -8, -26, -2, -1.0, 0, -1
- O=S(=O)(CCCc1ccccc1)c1ncn[nH]1
 : 4.7*, -2, 0.6, 19, -23, -3, 1.2, -6, -4
- CN(Cc1ccccc1)C(=O)COC(=O)c1cc(Cl)nc(Cl)c1
 : -4.1, 1, -0.2, -11, -18, -5, 1.0, 1, 5

A draw from above in order of count of non-hydrogen atoms, smallest number first.
Second line of a record – Cl transport mod, EBV gp42 block, TRPML3 ag, m-calpain inh, Furin inh, thrombin 1536, zfTRPN1 agonist, Tb hexokinase, PPC-1+TRAIL kill
- CC(=O)NC1=NN(C(C)=O)C(c2ccccn2)S1 (centres undefined)
 : 0.14, -11, 0.9, -3, -23, 0, 2.0, -10, 17
- Cc1nn(-c2ccccc2)c2sc(C(=O)NC3CC3)cc12
 : -0.67, 1, -0.7, -28, -16[20 µM], -4, -0.6, -3, 19
- O=C1CN(c2nc3nonc3nc2N2CCCCC2)CCN1
 : -0.4, 1, 0.5, -14, -23, -8, -0.2, -20, 9
- CSc1nc2ccccc2cc1/C=C(\C#N)c1cccc(Cl)c1
 : -0.056, -25, 0.1, -28, -15, -1, 0.7, -9, -15
- Cc1ccc2[nH]c(-c3ccccc3)c(CN3CCCC3)c(=O)c2c1
 : -3.1, 2, 0.3, 12, -7, 14, 0.1, -15, 18
- O=C(/C=C/c1cccc([N+](=O)[O-])c1)Nc1cc(C(=O)O)cc(C(=O)O)c1
 : 1.2, 5, 1.1, -14, -10, -2, 1.0, -13, 21
- O=C(CCCC(=O)NNC(=O)Nc1ccccc1)NNC(=O)Nc1ccccc1
 : 1.4, -20, 0.1, -8, -26, -2, -1.0, 0, -1
- CC(Sc1nnc(-c2cccs2)n1Cc1ccccc1)C(=O)NCc1ccc2c(c1)OCO2 (centres undefined)
 : -0.22, -3, -0.7, 33, -17[20 µM], 18, 0.3, -4, -6

Next compounds
Second line of a record – Cl transport mod, EBV gp42 block, TRPML3 ag, m-calpain inh, Furin inh, thrombin 1536, zfTRPN1 agonist, Tb hexokinase, PPC-1+TRAIL kill
- COc1cc2[nH]c(=S)nc(NCCc3ccc(C)cc3)c2cc1OC
 : 1.3, -9, 0.5, -25, -8, 3, 2.5, -12, 15
- Cc1ccc(Nc2nc3ccccc3s2)cc1
 : 0.15, -8, 0.0, -30, -7, -1, -1.0, -1, 36
- Cc1ccc(-c2noc(CCC(=O)NCCc3ccccc3Cl)n2)cc1
 : 0.013, -1, 0.3, 15, -24[20 µM], -3, 0.2, 9, 26
- COc1cccc(CN2CCN(Cc3c(C)nn(C(C)C)c3C)CC2CCO)c1 (centres undefined)
 : 0.7, 4, 0.6, -16, -22, -14, -1.1, 0, ·
- COC(=O)c1ccc(NS(=O)(=O)c2cccc3cccnc23)cc1
 : 1.5, -3, 0.6, -23, -12[20 µM], 0, 2.3, -1, 20
- COc1ccc(C2c3[nH]c4ccccc4c3CCN2C(=O)c2cc3ncccn3n2)c(F)c1 (centres undefined)
 : 1, 8, 0.2, -105, -13, -12, 4.7, -13, 10
- CCNC(=S)Nc1cc(C)ccn1
 : -0.35, -5, 0.4, 9, -25, -2, 0.2, 4, 3
- Cc1c(C(=O)Oc2ccc(Cl)cc2)n(C)oc1=O
 : 0.069, -2, 0.0, -4, -9, 3, 2.3, -2, 18
- CSc1nnc(C)c(=O)n1COC(=O)COc1ccccc1C
 : -0.3, -16, -0.2, 7, -17, 1, 0.6, -1, -17
- O=C(NCc1ccco1)C1c2ccccc2Oc2ccccc21
 : -0.27, -16, -1.0, -45, -21, 4, -1.9, 4, 12

Carrying on.
Second line of a record – Cl transport mod, EBV gp42 block, TRPML3 ag, m-calpain inh, Furin inh, thrombin 1536, zfTRPN1 agonist, Tb hexokinase, PPC-1+TRAIL kill
- Cn1c(=N)n(CC(O)c2cccc3ccccc23)c2ccccc21 (centres undefined)
 : 0.31, -11, -0.6, -5, -6, 0, -0.8, 8, 22
- CCn1c(SCC(N)=O)nnc1-c1ccc2[nH]c(C)c(C)c2c1
 : -1.2, -8, 0.1, -10, -15[20 µM], -9, 0.7, 3, 24
- CCOc1ccc2nc(N3CCCN(C(=O)Nc4ccccc4C)CC3)c(C#N)cc2c1
 : -0.85, 54*, 0.3, i, -6, 1, 1.0, 6, 16
- Cc1cc2nc(C)n(CCCNC(=O)Nc3ccccc3)c2cc1C
 : 0.14, -3, 0.3, 4, -13[20 µM], 2, -1.3, 21, -17
- CCn1c(C)nc2cc(C(=O)NNC(=S)Nc3ccc(C)cc3)ccc21
 : -0.22, -2, 1.0, 2, -3, 43*, 1.9, -3, 13
- CC(Sc1nncs1)C(=O)Nc1ccc2c(c1)OCO2 (centres undefined)
 : -0.053, -8, 1.4, 11, -3, 7, 2.0, 13, -9
- Cc1cc(=O)[nH]c(NN)n1
 : 0.24, -15, 1.2, -19, -17, -1, 1.1, -6, 9
- CC(Cc1cccnc1)NC(=O)CCc1nnc(-c2ccccc2)o1 (centres undefined)
 : -0.098, -22, 0.8, -19, -24, -7, 0.8, -7, 10
- CCCCCc1nc(-c2nonc2N)no1
 : 0.19, -5, 0.4, -50, -22[20 µM], 0, -0.6, -2, 1
- O=C(O)CC(NC(=O)CCC1CCCCC1)c1cc([N+](=O)[O-])ccc1Cl (centres undefined)
 : 0.58, -9, 0.9, -1, -17, -2, 0.0, -3, 5

The list goes on.
Second line of a record – Cl transport mod, EBV gp42 block, TRPML3 ag, m-calpain inh, Furin inh, thrombin 1536, zfTRPN1 agonist, Tb hexokinase, PPC-1+TRAIL kill
- Cc1ccc2nc(CSc3nnc(Cc4cccs4)n3C3CCCCC3)cc(=O)n2c1
 : 0.14, -7, -0.4, -20, -9, 6, -0.7, -27, 1
- O=C(c1cc(F)ccc1F)C1CCCN(C(=O)CCCN2CCCCC2=O)C1 (centres undefined)
 : 0.98, -8, 1.7, 8, -4, -10, 1.0, 8, 12
- CN(C)S(=O)(=O)c1cccc(NC(=S)N/N=C/C(c2ccccc2)c2ccccc2)c1
 : -0.79, 4, 0.0, -23, -1, -5, 1.9, 3, 15
- O=C(CCCOc1ccc(Cl)cc1Cl)n1nnc2ccccc21
 : 0.22, -1, 0.6, 6, -12[20 µM], -1, 0.9, 4, 7
- CCCCNc1ncnc2c1cnn2-c1ccc(C)cc1C
 : -0.28, -22, -0.2, -16, -21, -1, 0.5, 8, 31
- OCCNCC(O)Cn1ccc2ccccc21 (centres undefined)
 : -0.0069, -27, -0.3, 9, -7[20 µM], -2, 1.3, 1, 8[5 µM]
- CC(C)(C)c1ccc(C(=O)CSc2ncn[nH]2)cc1
 : 0.0084, -42, -0.6, -4, -17[20 µM], 8, -1.4, 2, 30
- CCOC(=O)Nc1ccc2c(c1)N(C(=O)CCN1CCN(CCO)CC1)c1ccccc1S2
 : 0.42, ·, -0.3, ·, -6[20 µM], ·, -0.7, 1, ·
- O=C(Nc1ccc(F)cc1)N1CCCC(c2nc3c(nnn3Cc3ccccc3Cl)c(=O)[nH]2)C1 (centres undefined)
 : -1.9, -13, 0.9, -12, -30, -7, 0.1, 0, -6
- O=C(CSc1nncs1)Nc1ccc2c(c1)OCO2
 : 0.68, -10, 0.4, 11, -19, 1, 0.4, -8, 5
